# Assay outcomes deposited in PubChem BioAssay by several laboratories.
# BAP1 block: inhibitors of BAP1 deubiquitinase, primary screen, biochemical, Ub-AMC fluorescence, kinetic. Ubiquitin carboxyl-terminal hydrolase BAP1 (Homo sapiens), Q92560. recombinant BAP1, Ub-AMC hydrolysis fluorescence kinetic; stronger effect = lower value. activity remaining (% of control), % at 20 µM. hit rate 0.48% among 72,000;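 active = activity remaining at or below 50% of control, provided the compound also passes the data quality filters; inactive = the rest, including low values that fail the filters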;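 note: 100% = DMSO wells rate and 0% = substrate alone blank rate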
# Target sequence (Q92560 whole entry, looked up): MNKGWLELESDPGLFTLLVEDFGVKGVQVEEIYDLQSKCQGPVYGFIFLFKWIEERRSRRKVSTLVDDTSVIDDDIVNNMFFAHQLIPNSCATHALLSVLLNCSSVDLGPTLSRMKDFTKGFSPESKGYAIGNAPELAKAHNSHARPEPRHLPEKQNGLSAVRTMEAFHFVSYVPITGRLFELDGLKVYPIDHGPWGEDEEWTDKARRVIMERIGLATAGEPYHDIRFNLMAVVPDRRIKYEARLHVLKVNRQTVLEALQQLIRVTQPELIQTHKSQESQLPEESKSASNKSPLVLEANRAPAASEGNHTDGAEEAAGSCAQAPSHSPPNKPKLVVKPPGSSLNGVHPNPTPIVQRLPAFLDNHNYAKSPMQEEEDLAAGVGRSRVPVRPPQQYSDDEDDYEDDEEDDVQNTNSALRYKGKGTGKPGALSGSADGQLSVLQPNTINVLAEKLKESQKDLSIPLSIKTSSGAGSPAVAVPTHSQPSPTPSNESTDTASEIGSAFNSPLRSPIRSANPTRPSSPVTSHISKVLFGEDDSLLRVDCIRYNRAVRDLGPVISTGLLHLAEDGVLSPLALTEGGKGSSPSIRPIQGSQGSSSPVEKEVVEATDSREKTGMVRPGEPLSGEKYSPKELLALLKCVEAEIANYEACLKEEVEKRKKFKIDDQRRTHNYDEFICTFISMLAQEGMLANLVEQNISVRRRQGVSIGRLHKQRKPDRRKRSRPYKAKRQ
# HePTP inh: inhibitors of human HePTP phosphatase, primary screen, biochemical, absorbance, leukemia target. recombinant HePTP phosphatase activity, OD absorbance. inhibition, % at 20 µM. hit rate 0.64% among 110,000. Tyrosine-protein phosphatase non-receptor type 7 (Homo sapiens), P35236; in the data active = inhibition above about 50%;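 note: plate controls were vehicle for no effect and reference inhibitor for full effect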
# Target sequence (P35236 whole entry, looked up): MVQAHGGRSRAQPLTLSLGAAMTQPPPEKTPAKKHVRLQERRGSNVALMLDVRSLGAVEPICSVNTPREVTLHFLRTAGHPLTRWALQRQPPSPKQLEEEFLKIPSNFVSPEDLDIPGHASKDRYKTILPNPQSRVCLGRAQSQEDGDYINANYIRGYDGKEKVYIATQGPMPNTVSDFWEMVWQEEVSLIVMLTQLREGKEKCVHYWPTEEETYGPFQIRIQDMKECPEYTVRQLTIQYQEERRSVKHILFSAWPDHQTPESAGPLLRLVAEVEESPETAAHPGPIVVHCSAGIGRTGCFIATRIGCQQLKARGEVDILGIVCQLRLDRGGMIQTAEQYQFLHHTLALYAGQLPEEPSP
# * hit, by the source's call; . = no result given; & = joins results of further samples.
SMILES,BAP1 block,HePTP inh
Clc1ccc2nc(CSc3nncn3-c3ccccc3)c(Br)n2c1,118,.
CCOc1cccc(C(=O)Nc2nnc(C(c3ccccc3)c3ccccc3)s2)c1,.,5
O=C(c1cccnc1)N1CCN(S(=O)(=O)c2ccccc2)CC1,.,-9
CC1CCN(S(=O)(=O)c2cc(Br)cc(C(=O)NC3=NCCS3)c2)CC1,76,3
CCOC(=O)C1=NNC(C(=O)c2ccc(Cl)cc2)C1c1ccc(OC)cc1 (centres undefined),.,9
CC(=O)Oc1ccc(-c2ccc(C=Nc3ccc(S(=O)(=O)Nc4nccs4)cc3)cc2)cc1,91,.
CCOc1ccc(C2C(C#N)=C(N)Oc3cc(C)n(CCN(C)C)c(=O)c32)cc1OCC (centres undefined),93,5
CC(C)OC(=O)C(C#N)c1nc2ccccc2nc1N1CCCC1 (centres undefined),109,6
COc1ccc(-c2nnn(CC(=O)N(Cc3cccs3)C(C)C(=O)NC3CCCC3)n2)cc1OC (centres undefined),92,3
O=C(CSc1nnc(-c2ccc(Cl)cc2)n1Cc1ccco1)Nc1ccc2c(c1)OCCO2,64,6
Cc1[nH]n(-c2ccc([N+](=O)[O-])cc2)c(=O)c1/C=N/N1CCOCC1,.,1
Cc1ccccc1C(=O)Nc1c(C(=O)N2CCCC2)cnn1-c1ccccc1,101,13&3
COCCNC(=O)Cn1ncc2ccsc2c1=O,88,-10
CCOc1ccccc1/C=C1/C(=O)NN(c2ccc(Br)cc2)C1=O,.,10
O=C(NCCCNC1CCCCC1)c1ccc(/C=N/O)nc1,96,4
CCOc1cc(C(=O)N2CCN(C)CC2)cc(OCC)c1OCC,.,6
O=C(c1ccccc1F)N1CCN(CCCc2ccccc2)CC1,.,10
Cc1ccccc1N(C)S(=O)(=O)c1ccc(Cl)cc1,.,9
CCOc1nc(C#N)nc(N2CCCCC2)n1,89,0
CC(=O)NCCc1csc(-c2ccccc2)n1,107,.
C/C(=N\NC(=O)c1cc(-c2ccc3ccccc3c2)n[nH]1)c1cccc([N+](=O)[O-])c1,.,7
CCOC(=O)N1CCN(C(=O)c2csc3c2CCCCC3)CC1,86,0
Cc1cccc(Cn2c(=O)c3c(nc4n3CCCN4Cc3ccccc3)n(C)c2=O)c1,80,4
CCOc1cc(/C=C2/SC(=S)NC2=O)cc(Br)c1OCc1ccc(F)cc1,.,40
O=C(Nc1ccccc1)c1cccnc1N1CCOCC1,99,-1
O=[N+]([O-])c1cc([N+](=O)[O-])c2oc(-c3ccccc3)c(Br)c2c1O,.,104*
Nc1ccc(C2CC(=O)NC(=O)N2)cc1 (centres undefined),.,3
CCN(Cc1cc2ccccc2[nH]c1=O)S(=O)(=O)c1ccccc1,95,14
O=C1c2ccccc2C(=O)N1c1nc(-c2ccccc2)cs1,.,2
CC1CCN(CCCNC(=O)CN2CCN(Cc3ccc(Cl)cc3)C2=O)CC1,88,8
Cc1cc(CNC(=O)Nc2ccc3c(c2)OCO3)nn1C,94,4
Cn1c(SCC(=O)OC2CCCCC2)nnc1-c1ccc(S(=O)(=O)N2CCCC2)cc1,109,-2
O=C(NCCNc1c(Cl)cccc1[N+](=O)[O-])c1cc(F)c(F)cc1Cl,.,0
CCC(c1nnnn1CCc1ccccc1)N(Cc1ccco1)Cc1cc2c(C)ccc(C)c2[nH]c1=O (centres undefined),63,4
CC(C)(C)C1CCc2c(sc(NC(=O)C3CC4CCC3C4)c2C(N)=O)C1 (centres undefined),.,97*
CCN1C(=O)/C(=C/c2ccc(NC(=O)c3ccc4ncccc4c3)cc2)SC1=S,.,-14
O=S(=O)(c1ccc2ccccc2c1)N1CCCCC1,103,9
COc1ccc(OC)c(N2C(=O)c3cccc4cccc(c34)C2=O)c1,.,9
CCN(Cc1ccccc1)C(=O)c1ccc([N+](=O)[O-])cc1,.,6
O=C(c1ccccc1Br)N1CCc2ccccc2C1,.,-13
CC(C)C(=O)N/N=C1/CC2CCC1(C)C2(C)C (centres undefined),.,0
COc1cccc(NC(C)C(=O)N2CC(C)OC(C)C2)c1 (centres undefined),116,.
O=C(NCc1ccccc1)c1ccc(/C=N/O)nc1,96,-4
CCOC(=O)c1c(NC(=O)c2noc3c2CCCC3)sc2c1CCCC2,178,4
COc1ccc(CCNC(=O)CCS(=O)(=O)c2cccc3nsnc23)cc1OC,.,1
CCOC(=O)C1=C(O)/C(=C/c2ccc([N+](=O)[O-])cc2)SC1=Nc1cccc(Cl)c1,.,6
COc1ccc(N2CCN(c3nc4c(c(=O)[nH]c(=O)n4C)n3Cc3cccc(C)c3)CC2)cc1,87,10
Cc1ccc2c(c1)N(CCC(=O)NCC1CCCO1)C(=O)CO2 (centres undefined),107,6

# 3 of the compounds above, with tabs:
molecule	BAP1 block	HePTP inh
O=C(c1ccccc1Br)N1CCc2ccccc2C1	.	-13
CC(C)C(=O)N/N=C1/CC2CCC1(C)C2(C)C (centres undefined)	.	0
COc1cccc(NC(C)C(=O)N2CC(C)OC(C)C2)c1 (centres undefined)	116	.

# (cont.)
SMILES,BAP1 block,HePTP inh
CC(=O)Nc1ccc(S(=O)(=O)Nc2cccc3c(NS(=O)(=O)c4ccc(NC(C)=O)cc4)cccc23)cc1,.,-10
COc1cccc(C2C(C(C)=O)=C(O)C(=O)N2c2nc3ccccc3s2)c1 (centres undefined),.,-7
COc1ccc(N(CC(=O)NC(C)c2ccccc2)S(=O)(=O)c2ccc(C)cc2)c(OC)c1 (centres undefined),.,8
Cc1ccc(OC(=O)CCC(=O)OCCCC(F)(F)C(F)(F)F)cc1,89,7
O=C1[C@@H]2[C@H](C(=O)N1O)[C@H]1C=C[C@@H]2C1,98,7
O=C(Nc1ccc(F)cc1F)c1nn2c(c1Cl)NC(c1cccs1)CC2C(F)(F)F (centres undefined),.,-11
COC(=O)c1cccc(-c2ccc(/C=C3/C(=O)NN(c4cccc(Cl)c4)C3=O)o2)c1,.,0
CCOc1ccc(OCC)c(NC(=O)CSc2nc3c(c(=O)n(C)c(=O)n3C)n2CC)c1,100,-11
O=c1c2[nH]c3ccccc3c2ncn1C1CCCCC1,86,9
CC(=O)C1=C(O)C(=O)N(Cc2ccccc2)C1c1cccs1 (centres undefined),106,2
Cc1cccc(C)c1NC(=O)N1CCC(N2CCCCC2)CC1,95,0
CCOC(=O)C1=C(c2ccccc2)N=C2SCC(=O)N2C1c1ccc(OC)c(OC)c1 (centres undefined),.,-14
O=C(N/N=C/c1ccc(I)o1)c1ccncc1,.,2
Cc1cc(N2C(=O)NC(=O)/C(=C\c3ccsc3)C2=O)ccc1Br,.,3
COCCNC(=O)CCn1nc(-c2ccc(Cl)cc2)ccc1=O,117,3
Cc1cccc(C(=O)N2CCC(C(N)=O)CC2)c1,.,-3
COc1ccc(/C=N/NC(=O)c2cc(-c3ccc4ccccc4c3)n[nH]2)cc1O,.,68*
O=C(C1CC1c1ccccc1)N1CCN(C(c2ccccc2)c2ccccc2)CC1 (centres undefined),.,9
Cc1ccc(NC(=O)CC(=O)NCCN2CCOCC2)cc1,103,-9
CCCOc1ccc(C(=O)NCc2ccccc2)cc1,.,3
O=C(N/N=C/c1ccco1)C(=O)N1CCCC1,.,-4
CN(C1CCCCC1)S(=O)(=O)c1ccc(S(=O)(=O)N2CCN(CCC#N)CC2)cc1,93,6
O=S(=O)(Cc1ccccc1)N1CCc2ccccc21,97,8
O=C(N/N=C/c1ccc(Cl)cc1Cl)C1CC(=O)N(c2ccc(F)cc2)C1 (centres undefined),.,-1

# 7 compounds drawn at random from the list so far:
SMILES,BAP1 block,HePTP inh
CCN(Cc1ccccc1)C(=O)c1ccc([N+](=O)[O-])cc1,.,6
CCOc1ccc(OCC)c(NC(=O)CSc2nc3c(c(=O)n(C)c(=O)n3C)n2CC)c1,100,-11
COCCNC(=O)Cn1ncc2ccsc2c1=O,88,-10
O=C(N/N=C/c1ccc(I)o1)c1ccncc1,.,2
O=C(N/N=C/c1ccc(Cl)cc1Cl)C1CC(=O)N(c2ccc(F)cc2)C1 (centres undefined),.,-1
O=C(CSc1nnc(-c2ccc(Cl)cc2)n1Cc1ccco1)Nc1ccc2c(c1)OCCO2,64,6
COc1ccc(/C=N/NC(=O)c2cc(-c3ccc4ccccc4c3)n[nH]2)cc1O,.,68*

# Later entries:
SMILES,BAP1 block,HePTP inh
CN1C(=O)/C(=C2\SC(=S)N(c3ccccc3)C2=O)c2ccccc21,.,-11
CCC(=O)OC1(C#CCOc2ccc(OC)cc2)CCN(C)CC1,102,8
c1ccc(Cc2nn3c(-c4ccncc4)nnc3s2)cc1,68,10
CC(=O)N1CCc2cc(Br)cc(S(=O)(=O)NCCCN3CCCC(C)C3)c21 (centres undefined),108,15
CC(C)Nc1nc(-c2ccccc2)nc(-n2ccnc2)n1,101,6
O=C(c1ccc(S(=O)(=O)N2CCOCC2)cc1)N(Cc1ccco1)Cc1cccs1,110,4
O=C1OC2C=CC=CC2=CC1C(=O)N1CCSC1c1ccccc1Cl (centres undefined),65,.
Cc1cc(N2CCOCC2)cc(C)[n+]1[O-],.,4
CCN(CCCNC(=O)c1ccc(N2CCCC2=O)cc1)c1cccc(C)c1,86,3
COc1ccc(OC)c(NC(=O)CN(CCc2ccccc2)S(=O)(=O)c2ccccc2)c1,.,4
O=C(OCCN1CCOCC1)C(c1ccccc1)c1ccccc1,146,4
O=C1NCCCC1C1=NC(CO)(CO)CO1 (centres undefined),83,.
O=[N+]([O-])c1ccc(Oc2ccc(/C=N/O)cc2)nc1,.,10
CCCOc1ccc(C2C(C(=O)c3ccc(C)o3)=C(O)C(=O)N2CCN2CCOCC2)cc1OC (centres undefined),111,5
COc1ccc(C/C(N)=N/OC(=O)c2ccc(Cl)cc2)cc1,.,-11
O=C(c1ccc(Cl)c([N+](=O)[O-])c1)N1CCN(C/C=C/c2ccccc2)CC1,.,-15
CC12CCC(C(=O)n3c1nc1ccccc13)C2(C)C (centres undefined),105&97,9
O=C1CC(Cc2ccccc2)C(=O)N1Cc1ccccc1 (centres undefined),53,.
COc1ccc(CNc2nc3nc(C)c(Cl)c(C)n3n2)cc1OC,98,2
COc1ccc(C)cc1NC(=O)C(=O)NCc1ccco1,.,11
Cc1ccc(O)c(N=Nc2ccccc2)n1,102,.
COc1ccc(-n2c(Cc3cccn3C)nnc2SCC(=O)Nc2ccc(C(C)=O)cc2)cc1,92,5
O=C(/C=C/c1cccc(C(F)(F)F)c1)Nc1ccc(Br)cc1,.,8
Cc1nn(-c2nnc(C)c(=O)[nH]2)c(C)c1SCC(=O)Nc1ccc(C(C)C)cc1,91,9

# Record cards (already shown):
# `COc1ccc(C/C(N)=N/OC(=O)c2ccc(Cl)cc2)cc1` in the list: BAP1 block = .; HePTP inh = -11
# `O=C(c1ccc(Cl)c([N+](=O)[O-])c1)N1CCN(C/C=C/c2ccccc2)CC1` in the list: BAP1 block = .; HePTP inh = -15

# New compounds follow.
SMILES,BAP1 block,HePTP inh
O=C(NCCCN1CCOCC1)c1cc(Cl)ccc1Cl,.,10
O=C(CN1C(=O)c2ccccc2S1(=O)=O)NCCSc1ccccc1,103,9
COc1cc(C2NC(=S)NC(C)=C2C(=O)Nc2cccc(Cl)c2)ccc1O (centres undefined),.,-3
O=C(CN1CCN(C(=O)c2c(F)cccc2F)CC1)Nc1ccccc1F,104,3
Cc1ccc(-n2ncc3c(NCCCn4ccnc4)ncnc32)c(C)c1,96,8
COc1ccc(C(=O)N2CCN(c3ccc(C)c(C)c3)CC2)cc1OC,90,1
CC(C)c1ccccc1NC1=NS(=O)(=O)c2cc([N+](=O)[O-])ccc21,.,9
Fc1cnc(Nc2ccccc2)nc1Nc1ccccc1,.,-2
CCC(C)NC(=O)C1=C(C)C(=O)OC12CCC(C)CC2 (centres undefined),97,5
O=C1CSC(c2ccc(Cl)cc2Cl)N1CCN1CCCCC1 (centres undefined),.,-6
Cc1ccc(NC(=O)CSCC(=O)Nc2ncc3c(n2)CC(c2ccco2)CC3=O)cc1 (centres undefined),57,12
CCOC(=O)N1CCN(c2ncnc3c2oc2nc(C(C)C)c4c(c23)CCC4)CC1,61,-1
O=C(Nc1ccc(NC(=O)c2cccs2)cc1)c1cccs1,.,-3
CCOc1ccc(C2C=C(c3ccc(C)cc3)Nc3nnnn32)cc1 (centres undefined),52,2
c1ccc(CN2CCC(N3CCN(C4CCCCCC4)CC3)CC2)cc1,.,2
O=C1NC(=O)C(=Cc2cccc(OCc3ccc(Cl)cc3Cl)c2)C(=O)N1,.,3
NC(=O)c1ccsc1NC(=O)COC(=O)Cc1ccsc1,76,3
c1ccc(Nc2ccccc2Nc2ccccn2)nc1,118,-4&-1
COc1cc(/C=N/NC(=O)Cc2n[nH]c(=O)[nH]c2=O)cc([N+](=O)[O-])c1O,.,-12
CN(c1cccc(NC(=O)COc2ccccc2)c1)S(C)(=O)=O,142,-10
Cc1ccc(N(Cc2ccc(C(=O)NCCSc3ccc(Cl)cc3)cc2)S(C)(=O)=O)cc1C,.,15
COC(=O)CN1C(=O)C2(OCCCO2)c2cc(Br)ccc21,97,-2
CC(C)CN(C(=O)COC(=O)c1cc2c(s1)CCC2)C1CCS(=O)(=O)C1 (centres undefined),78,.
COc1ccc(N(CC(=O)Nc2cc(Cl)cc(Cl)c2)S(=O)(=O)c2ccccc2)cc1,.,4
COc1ccc(CNC(=O)NCc2ccc(OC)c(OC)c2)cc1OC,112,-5
COc1ccc(CSc2nc(C)cc(=O)[nH]2)cc1Br,.,7
c1n[nH]c(NC2=NCCC2)n1,95,-23
NC(=O)C1CCN(C(c2ccccc2Cl)c2nnnn2CC2CCCO2)CC1 (centres undefined),117,7
CCCCC1(C(=O)OCC)CC(CN2CCOCC2)OC1=O (centres undefined),176,4
COc1ccc(C(=O)CSc2nc3ccc([N+](=O)[O-])cc3[nH]2)cc1,.,6
COC(=O)c1cc(NC(=O)CC2NCCNC2=O)cc(C(=O)OC)c1 (centres undefined),73,8
O=C(Nc1ccccc1C(=O)Nc1ccc(Cl)cc1)c1cccs1,.,2
